Source: PubChem BioAssay
Integrin act MD = activates integrin-mediated alleviation for muscular dystrophy. 0.064% of 350,000 active. alpha7betagal myoblasts, beta-gal FDG fluorescence, 48 h. AID 624291. Potency, µM (series often up to 38.3 µM), for inactives: top-dose activation, most hits filed as activators;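 note: potency is the fitted concentration of half-maximal effect; 100% = response of the positive control SU9516; nearly all actives have a fitted effect of over 60% in size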
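alpha7betagal+/- myoblasts (passage 13, 250/well) treated 48 h at 37C with compounds at 1:260 dilution of DMSO stock. Lysed, then beta-galactosidase activity read as FDG fluorescence (ex 480/em 540) after 30 min, with pre-read for autofluorescence.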
CXXC DNA block = inhibitors of human MLL CXXC domain-DNA interaction; Q03164; MLL-CXXC / FITC-HOXA9 DNA fluorescence polarization; Potency, µM (titrated, usually from 115 µM), for the others: top-dose activity change, negative = inhibition, usual class: inhibitors; 0.037% of 290,000 active; active = well fitted inhibition curve with a large enough effect in the polarisation, with a control signal flat, not every such curve was filed as active; inconclusive = small, poorly fitted or top-dose-only effect, or effect the other way, or a change in a side signal; inactive = no such curve, though single readings can be large or run the other way; the % refers to the polarisation; note: potency is the fitted concentration of half-maximal effect
Target sequence (Q03164 whole entry, looked up, the tested form may be a part): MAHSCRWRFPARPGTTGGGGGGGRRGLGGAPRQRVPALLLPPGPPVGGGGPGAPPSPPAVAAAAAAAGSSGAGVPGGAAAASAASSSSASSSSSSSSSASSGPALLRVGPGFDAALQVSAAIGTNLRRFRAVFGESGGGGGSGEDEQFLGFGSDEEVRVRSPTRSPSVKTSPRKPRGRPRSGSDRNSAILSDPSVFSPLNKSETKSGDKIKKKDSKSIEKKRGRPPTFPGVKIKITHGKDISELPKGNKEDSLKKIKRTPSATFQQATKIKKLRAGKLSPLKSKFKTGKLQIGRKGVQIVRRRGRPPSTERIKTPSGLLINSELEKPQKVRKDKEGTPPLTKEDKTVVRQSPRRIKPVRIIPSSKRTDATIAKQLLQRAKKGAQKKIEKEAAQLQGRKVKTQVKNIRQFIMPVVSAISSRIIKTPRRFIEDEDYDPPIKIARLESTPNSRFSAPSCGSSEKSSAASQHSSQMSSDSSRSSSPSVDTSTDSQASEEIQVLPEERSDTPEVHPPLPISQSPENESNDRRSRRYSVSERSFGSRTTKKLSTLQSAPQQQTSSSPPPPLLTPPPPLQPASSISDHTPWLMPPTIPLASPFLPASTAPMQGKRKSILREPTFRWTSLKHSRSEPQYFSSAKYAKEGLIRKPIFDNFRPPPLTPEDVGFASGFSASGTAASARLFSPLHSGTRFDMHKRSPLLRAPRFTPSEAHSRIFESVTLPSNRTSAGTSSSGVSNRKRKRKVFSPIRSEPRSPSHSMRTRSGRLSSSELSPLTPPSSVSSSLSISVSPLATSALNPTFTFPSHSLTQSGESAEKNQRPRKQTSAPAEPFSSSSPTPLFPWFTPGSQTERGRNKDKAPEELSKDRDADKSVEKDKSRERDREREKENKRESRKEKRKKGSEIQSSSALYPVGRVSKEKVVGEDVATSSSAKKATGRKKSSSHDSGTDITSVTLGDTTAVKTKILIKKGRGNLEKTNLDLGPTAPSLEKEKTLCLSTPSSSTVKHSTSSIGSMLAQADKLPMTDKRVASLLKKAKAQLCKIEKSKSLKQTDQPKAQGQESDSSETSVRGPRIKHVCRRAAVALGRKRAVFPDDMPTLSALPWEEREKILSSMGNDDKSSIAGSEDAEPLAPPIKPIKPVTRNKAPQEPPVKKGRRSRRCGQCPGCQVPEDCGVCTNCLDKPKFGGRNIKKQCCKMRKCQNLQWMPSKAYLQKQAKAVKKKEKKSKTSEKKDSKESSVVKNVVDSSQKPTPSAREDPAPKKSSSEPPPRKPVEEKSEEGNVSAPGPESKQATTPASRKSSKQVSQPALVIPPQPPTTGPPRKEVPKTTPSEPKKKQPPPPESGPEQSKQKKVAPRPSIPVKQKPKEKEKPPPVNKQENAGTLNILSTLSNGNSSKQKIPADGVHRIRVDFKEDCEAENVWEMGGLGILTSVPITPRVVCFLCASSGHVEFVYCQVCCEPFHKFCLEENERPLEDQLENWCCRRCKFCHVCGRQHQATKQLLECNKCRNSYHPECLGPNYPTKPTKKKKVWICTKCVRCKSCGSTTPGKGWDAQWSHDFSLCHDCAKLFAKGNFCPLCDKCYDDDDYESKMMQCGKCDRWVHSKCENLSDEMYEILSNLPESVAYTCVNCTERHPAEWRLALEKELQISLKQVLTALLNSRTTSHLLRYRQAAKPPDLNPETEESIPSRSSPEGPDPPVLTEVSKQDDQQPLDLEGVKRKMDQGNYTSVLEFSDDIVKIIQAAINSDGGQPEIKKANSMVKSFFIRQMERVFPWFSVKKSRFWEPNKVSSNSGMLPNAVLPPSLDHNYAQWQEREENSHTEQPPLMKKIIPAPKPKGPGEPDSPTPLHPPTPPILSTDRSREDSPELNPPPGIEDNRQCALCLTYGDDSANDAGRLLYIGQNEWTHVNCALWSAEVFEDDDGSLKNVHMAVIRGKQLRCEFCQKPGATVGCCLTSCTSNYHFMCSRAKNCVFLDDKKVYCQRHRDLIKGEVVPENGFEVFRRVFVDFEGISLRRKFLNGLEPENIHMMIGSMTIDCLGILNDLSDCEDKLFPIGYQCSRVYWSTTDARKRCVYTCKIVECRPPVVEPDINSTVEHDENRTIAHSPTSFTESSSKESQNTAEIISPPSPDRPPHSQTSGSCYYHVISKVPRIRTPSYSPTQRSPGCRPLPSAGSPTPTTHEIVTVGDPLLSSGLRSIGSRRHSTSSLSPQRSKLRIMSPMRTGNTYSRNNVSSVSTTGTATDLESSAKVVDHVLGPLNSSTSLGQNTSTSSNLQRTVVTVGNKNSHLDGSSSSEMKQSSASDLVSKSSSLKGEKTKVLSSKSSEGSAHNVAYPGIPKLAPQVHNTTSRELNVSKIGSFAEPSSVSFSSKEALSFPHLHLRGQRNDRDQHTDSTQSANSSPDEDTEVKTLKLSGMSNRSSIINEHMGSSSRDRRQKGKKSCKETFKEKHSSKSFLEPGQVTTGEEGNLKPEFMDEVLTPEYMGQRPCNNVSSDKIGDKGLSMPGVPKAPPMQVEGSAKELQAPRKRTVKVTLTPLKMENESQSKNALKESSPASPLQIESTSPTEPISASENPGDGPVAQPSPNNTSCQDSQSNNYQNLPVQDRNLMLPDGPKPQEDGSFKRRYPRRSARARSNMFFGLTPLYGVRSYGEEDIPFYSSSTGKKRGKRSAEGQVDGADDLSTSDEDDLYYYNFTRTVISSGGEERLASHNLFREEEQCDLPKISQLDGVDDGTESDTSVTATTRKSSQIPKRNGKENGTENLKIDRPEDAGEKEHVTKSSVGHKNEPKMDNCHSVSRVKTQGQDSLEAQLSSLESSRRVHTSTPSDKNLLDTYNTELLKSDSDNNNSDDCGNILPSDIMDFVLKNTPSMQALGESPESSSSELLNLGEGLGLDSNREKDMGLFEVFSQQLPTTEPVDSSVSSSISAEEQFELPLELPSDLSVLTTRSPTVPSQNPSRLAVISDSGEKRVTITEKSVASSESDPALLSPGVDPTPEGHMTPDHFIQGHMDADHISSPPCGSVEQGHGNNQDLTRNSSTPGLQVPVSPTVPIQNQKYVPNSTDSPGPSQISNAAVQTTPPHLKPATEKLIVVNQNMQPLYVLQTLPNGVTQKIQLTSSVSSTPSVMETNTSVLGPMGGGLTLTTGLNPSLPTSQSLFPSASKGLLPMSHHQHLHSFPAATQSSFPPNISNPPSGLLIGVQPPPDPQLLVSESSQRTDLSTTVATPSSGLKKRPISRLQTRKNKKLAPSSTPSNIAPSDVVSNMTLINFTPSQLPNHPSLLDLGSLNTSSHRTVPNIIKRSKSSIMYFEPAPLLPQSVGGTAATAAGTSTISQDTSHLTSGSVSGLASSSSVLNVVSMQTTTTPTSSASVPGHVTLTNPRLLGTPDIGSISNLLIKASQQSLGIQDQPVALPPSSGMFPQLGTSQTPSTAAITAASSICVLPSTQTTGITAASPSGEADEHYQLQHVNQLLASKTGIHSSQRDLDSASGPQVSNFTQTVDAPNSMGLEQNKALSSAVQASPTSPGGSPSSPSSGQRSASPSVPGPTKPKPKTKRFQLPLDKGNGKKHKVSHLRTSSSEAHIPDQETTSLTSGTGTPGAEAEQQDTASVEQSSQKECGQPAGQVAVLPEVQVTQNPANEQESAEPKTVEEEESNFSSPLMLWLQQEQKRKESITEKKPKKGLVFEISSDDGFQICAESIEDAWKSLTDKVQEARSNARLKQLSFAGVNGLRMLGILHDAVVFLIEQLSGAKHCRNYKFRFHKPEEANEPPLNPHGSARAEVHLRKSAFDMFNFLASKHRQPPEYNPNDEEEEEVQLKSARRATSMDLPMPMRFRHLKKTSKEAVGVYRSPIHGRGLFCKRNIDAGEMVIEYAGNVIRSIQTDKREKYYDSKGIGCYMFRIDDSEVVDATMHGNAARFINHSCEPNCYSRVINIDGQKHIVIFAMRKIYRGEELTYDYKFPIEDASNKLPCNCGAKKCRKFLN
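Steps: dispense CXXC domain solution (7 uM) → pin compounds or unlabeled HOX-A9 DNA control → 5 min ambient → add FLSN-HOX-A9 solution (50 nM) → spin → 30 min ambient → fluorescence polarization. Tris pH 7.5/NaCl/DTT/BSA buffer.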
GALK inh = galactokinase (human) inhibition; Purified GALK, Kinase-Glo residual ATP luminescence; 0.007% of 270,000 active; Potency, µM (titrated, usually from 57.5 µM), without a hit: at the highest dose activity change, negative = inhibition, most hits filed as inhibitors; note: potency is the fitted concentration of half-maximal effect; % is set by controls: 0 for no effect and ±100 for the full control effect
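Human GALK (5 nM) with 35 uM ATP and 100 uM galactose in 20 mM HEPES pH 8.0, 5 mM MgCl2, 60 mM NaCl, 1 mM DTT, 0.01% BSA. After 1 h at room temperature, leftover ATP was read by Kinase-Glo Plus luminescence.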
hERG WT inh = blocks the wildtype human KCNH2 potassium channel | Q12809 | U2OS, BacMam KCNH2, thallium flux FluxOr; active compounds read low | activity change, % at 1.84 µM | 0.37% of 340,000 active | AID 720551;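 active = maximum activity change below -70%; inconclusive = maximum activity change between -70% and -50%; inactive = maximum activity change above -50%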; note: % is set by controls: 0 for no effect and ±100 for the full control effect
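U2OS cells were transduced with wild-type KCNH2 virus (2.03 x 10^8 / mL) for 4 h at room temperature, then cultured overnight at 37 C. Thallium flux was read with FluxOr dye. Rate constants were normalized to DMSO controls.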
FBPA coupling cs = inhibits coupling enzyme system, counter-screen for aldolase hits. activity change, negative = inhibition, % at 58.2 µM, hits read low. 0.67% of 290,000 active. coupling enzyme system counterscreen, AmpLite Red fluorescence; in the data active = activity change below about -30%; note: % is set by controls: 0 for no effect and ±100 for the full control effect
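First, compound is pin-transferred into glyceraldehyde-3-phosphate coupling-enzyme reagent at 57.5 uM final and held 10 min at RT. Next, substrate, coupling system and AmpLite Red are added. After 20 min RT, fluorescence (525/598 nm) is read.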
TRPV1 ag = agonists of human vanilloid receptor 1 (TRPV1); AID 540275; 0.19% of 320,000 active; TRPV1-expressing cells, Fluo-8 calcium influx, agonist mode; Q8NER1; activation, % at 8.33 µM; in the data active = activation above about 80%; inconclusive = between about 30% and that limit; note: 0% is about no effect
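Cells expressing TRPV1 were dye-loaded with Fluo-8 and read kinetically: 10 s baseline, 3 min after compound (agonist portion), then 2 min after EC20 capsaicin (allosteric enhancer portion). Calcium-bound dye fluorescence at 480/520 nm.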
KCNH2 3.1 inh = blocks the human KCNH2 3.1 channel isoform. U2OS KCNH2 3.1, thallium flux FluxOr; active compounds read low. activity change, % (tested at about 1.8 µM). 0.95% of 340,000 active. AID 720553;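 active = maximum activity change below -70%; inconclusive = maximum activity change from -70% to -50%; inactive = maximum activity change above -50%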;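 note: thallium influx rate constant from kinetic fluorescence after stimulation buffer; % is set by controls: 0 for no effect and ±100 for the full control effect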
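FluxOr-based Tl+ influx in U2OS cells transduced with KCNH2 3.1 virus; rate constants normalized to DMSO controls.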
ASM inhibitor = blocks human secretory acid sphingomyelinase. P17405. placental ASM, HMU-PC fluorogenic substrate, 60 min. Potency, µM (highest dose often 57.5 µM), without a hit: at the top dose activity change, negative = inhibition, hits mostly inhibitors. 0.006% of 340,000 active; note: potency is the fitted concentration of half-maximal effect
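HMU-PC0 cleavage (9 uM final) by human placental ASM, 60 min at 37 °C following 10 min compound exposure at RT; stopped at pH 10, fluorescence Ex 386/Em 447 nm.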
MBNL1 CUG block = blocks human MBNL1 binding to CUG repeat RNA | Q9NR56 | TR-FRET MBNL1-His/biotin-(CUG)12 binding, 665/545 ratio | Potency, µM (doses to about 57.5 µM), for the others: at the top dose activity change, negative = inhibition, usual class: inhibitors | 0.036% of 280,000 active; active = well fitted inhibition curve with a large enough effect in the signal ratio, with a control signal flat, not every such curve was filed as active; inconclusive = small, poorly fitted or top-dose-only effect, or effect the other way, or a change in a side signal; inactive = no such curve, though single readings can be large or run the other way; the % refers to the signal ratio; note: potency is the fitted concentration of half-maximal effect; % is set by controls: 0 for no effect and ±100 for the full control effect
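TR-FRET between His-tagged MBNL1 and biotin-(CUG)12 RNA, detected with Tb anti-His antibody (0.055 ng/ul) and streptavidin-XL665 (5 nM), 60 min at room temperature. Compounds titrated 92 nM to 58 uM; 665/545 nm ratio normalized to buffer and complex controls.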
A-T KAP1 phos = potential ataxia-telangiectasia treatments restoring KAP-1 phosphorylation; […] A-T fibroblasts, KAP-1 phosphorylation AlphaLISA; neocarzinostatin DNA damage 30 min before lysis; Potency, µM (titrated, usually from 57.5 µM), without a hit: at the top dose activation, hits mostly activators; 0.19% of 320,000 active; note: potency is the fitted concentration of half-maximal effect; % of control where 0% means no effect; nearly all actives have a fitted effect of over 45% in size
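hTERT-immortalized A-T patient fibroblasts ([…]), 500 cells/well in OPTI-MEM, 1% FBS, got compounds for 60 min, then NCS for 30 min at 37C. Lysates were then assayed for phospho-KAP-1 by AlphaLISA (anti-pKAP1 donor, anti-KAP1 acceptor beads), 6 hr at 25C.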
* = called active by the depositor; ? = inconclusive; . = no result given; [ ] = another dose, or the depositor's remark. Unless noted, calls come from the whole dose curve; as a rule, active = well fitted curve in the direction sought with a large enough effect; inconclusive = small, poorly fitted or top-dose-only effect, or another doubt; inactive = no such curve, though single readings can be large; an effect the other way counts as inactive or inconclusive.

mol	KCNH2 3.1 inh	Integrin act MD	A-T KAP1 phos	TRPV1 ag	ASM inhibitor	GALK inh	CXXC DNA block	FBPA coupling cs	hERG WT inh	MBNL1 CUG block
Cc1cc(N2CCC(C)CC2)n2ncc(-c3ccccc3)c2n1	-2	3%	7%	0	42%[activator]	-3%	-2%	2	0	-1%
Cc1ccc(-c2csc3ncn(CC(=O)O)c(=O)c23)cc1C	-6	-19%	-1%	1	4%	0%	-5%	5	1	-3%
O=C(NCc1ccco1)c1cc(-c2ccccc2)nn1CC1CC(c2cccc([N+](=O)[O-])c2)=NO1 (configuration not stated)	-30	-11%	11%	.	0%	.	.	.	18	.
C#CCOCCOCCOCCNc1nc(N2CCN(C(=O)[C@H]([C@@H](C)CC)n3cc([C@@H](N)CO)nn3)CC2)nc(N2CCN(C(=O)[C@H](Cc3ccc(O)cc3)n3cc([C@@H](N)CC(C)C)nn3)CC2)n1	6	30%	-3%	1	-13%	-4%	-12%	3	-6	?
NCCc1nnc(SCC(=O)Nc2cccc(Cl)c2)o1	-6	0%	-1%	-2	-1%	-2%	40%[activator]	.	-12	-2%
CCOC(=O)Cc1csc(SCC(=O)Nc2cc(C)ccc2OC)n1	-4	-2%	1%	4	-2%	4%	9%	3	-8	-3%
Cc1nnc(NC(=O)c2ccc(C)c(S(=O)(=O)N3CCOCC3)c2)s1	-6	8%	.	-2	-2%	-1%	-4%	4	14	1%
CN1CCN(c2ccc(NC(=O)c3ccco3)cc2Cl)CC1	5	-28%	-2%	1	-1%	5%	3%	1	12	-7%
COC(=O)c1ccc(N2C(=O)CC(SCCN)C2=O)cc1 (configuration not stated)	0	-18%	7%	1	-3%	4%	2%	0	-4	-3%
COC1CCCCC1Nc1cc(C)ccc1C (configuration not stated)	-4	1%	1%	5	-2%	0%	-12%	-5	2	-6%
Cc1ccc(NC(=S)NC2CC3CCCC(C2)N3Cc2cccs2)cc1 (configuration not stated)	-36	-24%	-5%	11	3%	-1%	14%	3	47	-7%
CCOCC(=O)Nc1nnc(Cc2ccc(OC)cc2)s1	21	-25%	-4%	1	6%	-2%	-7%	0	15	-12%
COc1ccc(NS(=O)(=O)c2ccc(NC(=O)c3ccccc3)cc2)nn1	-14	2%	-5%	-3	5%	-2%	20%	0	3	-16%
CCC(C)C(=O)Nc1nnc(-c2cccs2)s1 (configuration not stated)	12	7%	-10%	11	1%	0%	-12%	-1	-3	19%
COc1ccc(NC(=O)N(C)C[C@H]2Oc3ccc(NS(=O)(=O)c4c(C)noc4C)cc3C(=O)N([C@H](C)CO)C[C@@H]2C)cc1	4	7%	6%	.	0%	.	.	.	-5	.
O=[N+]([O-])c1cc2c(cc1[N+](=O)[O-])OCCOCCOCCOCCO2	13	-57%[inhibitor]	-10%	0	39%	1%	24%	-9	0	?
O=C(NCc1cccnc1)c1noc2c1CCCC2	1	-6%	-13%	2	3%	1%	-3%	-2	36	-7%
O=S(=O)(Cc1ccc(Cl)cc1)Nc1ccc(Cl)cn1	13	-3%	5%	0	2%	-2%	-2%	0	-1	-12%
COc1cc(C(=O)/C=C/c2cccnc2)ccc1O	4	-48%[inhibitor]	6%	-1	-4%	-3%	-1%	-1	1	10%
O=C(CNCCCO)Nc1cc(C(F)(F)F)cc(NC(=O)CNCCCO)c1Cl	-23	20%	0%	1	3%	-2%	-1%	3	-1	-6%
CCc1ccc(OC)c(S(=O)(=O)Nc2ccc(Cc3ccncc3)cc2)c1	-24	-23%	-7%	4	-2%	-2%	-5%	4	10	-2%
COc1ccc(CCNC(=O)CSc2cc(=O)[nH]c(N)n2)cc1OC	-8	18%	-2%	0	4%	2%	-10%	0	8	7%
CC(Oc1ccc(Cl)cc1Cl)c1nc(-c2ccccn2)no1 (configuration not stated)	1	-21%	11%	2	-6%	0%	8%	-2	-4	-3%
Cc1ccsc1CN1CCN(c2ccccn2)CC1	7	7%[7.66 µM]	4%	12	5%	0%	-3%	0	-8	-15%
CCCCCn1c2c(c(=N)c3ccccc31)CCC2	-3	-75%[inhibitor]	4%	-2	-1%	1%	-22%	0	4	-11%
CCCCC(=O)Nc1ccc(NC(=O)c2cccs2)cn1	9	7%	.	.	0%	.	.	.	-1	.
CS(=O)(=O)Nc1ccc(Br)cc1C(=O)c1ccccc1	-9	?	-2%	9	-2%	0%	-10%	6	-10	-8%
N=C1N(/N=C/c2ccccc2)C(=Nc2ccccc2)C(=S)N1c1ccccc1	.	14%	-6%	1	3%	-5%	-5%	2	4	11%
COc1cc(OC)c(OC)cc1/C=C1/C(=O)N=C(N)N1C	6	-50%[inhibitor]	1%	3	-3%	8%	25%	0	.	2%
CN1CCN(C(=O)c2cc3nc(-c4ccccc4)cc(-c4ccccc4)n3n2)CC1	16	-16%	0%	18	131%[activator]	0%	-1%	3	15	?
CC(=O)C(Cl)C(=O)Nc1ccccc1 (configuration not stated)	8	-60%[inhibitor]	?	1	-2%	0%	-29%	0	-7	1%
O=C(COc1cccc(Cl)c1)NNC(=S)Nc1ccccc1	11	26%	7%	-7	-2%	-5%	10%	1	1	-11%
COC(=O)C(CC(=O)c1ccc(Cl)cc1)c1ccc(C(C)C)cc1 (configuration not stated)	2	-2%	4%	?	-4%	0%	2%	-1	1	?
CC(C)CN(CC(C)C)CC(O)COc1ccccc1Br (configuration not stated)	-3	-10%	20µM*	18	-1%	1%	3%	-2	1	-26%
CN1CCN(CCCNC(=O)c2cn(C)c3ccc(S(=O)(=O)N(C)C)cc3c2=O)CC1	7	-15%	-12%	.	2%	3%	4%	2	4	1%
Fc1ccc(/C=N/Nc2nn[nH]n2)cc1	9	-2%	2%	0	-2%	3%	-6%	-1	4	4%

3 structures already listed, sorted by SMILES length, descending:
mol	KCNH2 3.1 inh	Integrin act MD	A-T KAP1 phos	TRPV1 ag	ASM inhibitor	GALK inh	CXXC DNA block	FBPA coupling cs	hERG WT inh	MBNL1 CUG block
COC(=O)C(CC(=O)c1ccc(Cl)cc1)c1ccc(C(C)C)cc1 (configuration not stated)	2	-2%	4%	?	-4%	0%	2%	-1	1	?
CS(=O)(=O)Nc1ccc(Br)cc1C(=O)c1ccccc1	-9	?	-2%	9	-2%	0%	-10%	6	-10	-8%
CCCCCn1c2c(c(=N)c3ccccc31)CCC2	-3	-75%[inhibitor]	4%	-2	-1%	1%	-22%	0	4	-11%

Next compounds
mol	KCNH2 3.1 inh	Integrin act MD	A-T KAP1 phos	TRPV1 ag	ASM inhibitor	GALK inh	CXXC DNA block	FBPA coupling cs	hERG WT inh	MBNL1 CUG block
CCOc1ccc(NC(=S)N(CCOC)C(C)c2cccnc2)cc1 (configuration not stated)	0	-16%	-2%	3	7%	12%	0%	7	6	-5%
CCOC(=O)c1[nH]ncc1CN1CCCC(C(=O)c2ccc(C(C)(C)C)cc2)C1 (configuration not stated)	-6	4%	2%	0	6%	-2%	-5%	-2	-11	-1%
COC(=O)C1=COC(C)C2CN3CCc4c([nH]c5cc(OC)c(OC)cc45)C3CC12 (configuration not stated)	-5	2%	-4%	2	21%	-1%	?	-22	4	10%
Cn1c(-c2ccc[nH]c2=O)nc2cc(Cl)ccc21	2	-8%	-1%	-2	15%	0%	1%	-3	-8	6%
Cc1nnc(NC(=O)C2CCN(S(=O)(=O)c3cc([N+](=O)[O-])ccc3Cl)CC2)o1	-4	-51%[inhibitor]	-4%	-1	-2%	.	.	.	9	.
CN1C(=O)c2ccc(C(=O)Nc3ccc4c(c3)OCO4)cc2C1=O	4	16%	8%	?	0%	-2%	-5%	.	-2	?
Cc1c(-n2cc(C(=O)c3ccccc3O)cc(C#N)c2=O)c(=O)n(-c2ccccc2)n1C	2	13%	3%	3	0%	1%	7%	3	-6	6%
C/C=C(\C)C(=O)NCCN1C2=NC[C@@H](Cc3ccccc3)N2C[C@H]1Cc1ccc(O)cc1	-7	2%	9%	-2	1%	-3%	9%	0	4	-7%
Cc1cc(NC(=O)CCC(=O)N(CC(C)C)C(C(=O)NC(C)(C)C)c2ccccc2Cl)no1 (configuration not stated)	-9	-18%	0%	?	-3%	-1%	-9%	1	5	0%
CC(C)[C@H](NC(=O)OC(C)(C)C)c1nnc(SCc2cccc(F)c2)o1	-1	3%	2%	?	2%	3%	-6%	-2	0	0%
OC(CN1CC=C(/C=C/c2ccc(Br)cc2)CC1)c1ccccc1 (configuration not stated)	-93*	6%	6%	4	-5%	-3%	15%	1	14	9%
Cc1noc(C)c1CSCC(=O)N(C)CC(=O)Nc1ccc(Cl)c(Cl)c1	4	1%	-1%	5	-2%	.	.	.	2	.
COc1ccc(NS(=O)(=O)c2cccc(C(=O)NN=C(C)c3ccco3)c2)cc1	-3	-20%	-7%	.	-11%	.	.	.	3	.
CCOc1ccc2nc(SCC(=O)NCc3ccc(OC)cc3)[nH]c2c1	1	-29%	7%	-4	-1%	.	17%	4	-2	-16%
